# MgcRacGAP inhibition: MgcRacGAP GTPase-activating activity inhibitors, confirmation, biochemical, ADP Hunter fluorescence; MgcRacGAP-stimulated Rac1 GTP hydrolysis, ADP Hunter fluorescence; higher % means a stronger effect; GST-tagged Rac1 F28L mutant substrate; inhibition, % at 30 µM; hits with a dose series show IC50 in µM; hit rate 0.6% among 340,000; AID 624330;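 active = first-screen hits whose inhibition reached a set limit at any dose in the follow-up dose series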;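 note: fluorescence reports GDP produced by GAP-driven GTP hydrolysis; strong numbers were not always called active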
# SV40 large T antigen: TAg ATPase/helicase activity blockers – biochemical (AID 1903); one-dose inhibition, % at 20 µM; IC50 in µM for titrated hits; hit rate 0.39% among 310,000; SV40 large T antigen ATPase/helicase inhibition assay; higher % means a stronger effect; in the data active = a potency from the dose series; note: strong numbers were not always called active
# The depositor's hits bear a star. Only part of the results is shown; count on the stated rates, not on these rows.
SMILES,MgcRacGAP inhibition,SV40 large T antigen
O=C(OCc1ccc([N+](=O)[O-])cc1)c1cc(S(=O)(=O)N2CCCCC2)ccc1N1CCOCC1,3%,4%
O=C(CNC(=O)c1ccccc1)c1ccccc1,6%,16%
COc1ccc(NC(=O)CN(C)C(=O)C2CC(=O)N(c3ccc4c(c3)OCCO4)C2)cc1 (centres undefined),5%,0%
C=CCn1c(SC(C)C(=O)Nc2ccc(Cl)cn2)nnc1C1CC1 (centres undefined),0%,8%
CCOc1ccc(CCNC(=O)COC(=O)Cc2c[nH]c3ccccc23)cc1OCC,4%,1%
COc1ccc(NS(=O)(=O)c2ccc(C)c(C(=O)NCC(c3cccs3)N3CCOCC3)c2)cc1 (centres undefined),3%,5%
Cc1ccc(S(=O)(=O)NN=C2C3CC4CC(C3)CC2C4)cc1,3%,5%
O=C(COc1ccc(F)cc1)Nc1cc(Cl)ccc1-n1cncn1,5%,11%
Cc1ccc(CN2C(=O)C(Cc3ccccc3)Nc3ncnc(N4CCCCC4)c32)cc1 (centres undefined),13%,5%
Cc1ccc(S(=O)(=O)CCC(=O)Nc2nnc(-c3ccco3)o2)cc1,1%,5%
Cc1cc(Cn2nc(-c3ccccc3)cc2C(=O)NCc2cccc(Br)c2)on1,6%,0%
O=C(NCC(c1ccco1)N1CCN(c2ccccc2F)CC1)c1ccco1 (centres undefined),5%,9%
CCCCN(C(=O)CC1CCCC1)c1c(N)n(CC(C)C)c(=O)[nH]c1=O,3%,8%
Cc1cc(NC(=O)C(C)C)ncc1NC(=O)CCc1ccccc1,3%,7%
CC(OC(=O)CCCN=C1NS(=O)(=O)c2ccccc21)C(=O)Nc1ccc(F)cc1Cl (centres undefined),9%,11%
COc1ccc(C(=O)NCC(c2cccs2)N2CCc3ccccc32)cc1OC (centres undefined),8%,7%
CCN(C(=O)COC(=O)CNS(=O)(=O)c1ccc2ccccc2c1)C1CCCCC1,4%,11%
COc1ccc(S(=O)(=O)NCC(c2ccc3c(c2)OCO3)N2CCN(c3ccccc3)CC2)cc1 (centres undefined),7%,16%
COc1ccc(NC(=O)CN(C)C(=O)c2cn(-c3ccccc3)nc2-c2cccs2)cc1,11%,8%
CC1CCN(C(=O)c2ccccc2SCC(=O)NCC2CCCCC2)CC1,7%,11%

# Compounds above containing an NH in an aromatic ring (2):
SMILES,MgcRacGAP inhibition,SV40 large T antigen
CCOc1ccc(CCNC(=O)COC(=O)Cc2c[nH]c3ccccc23)cc1OCC,4%,1%
CCCCN(C(=O)CC1CCCC1)c1c(N)n(CC(C)C)c(=O)[nH]c1=O,3%,8%

# Not a retest: an excerpt of the list.
SMILES,MgcRacGAP inhibition,SV40 large T antigen
COc1ccc(NS(=O)(=O)c2ccc(C)c(C(=O)NCC(c3cccs3)N3CCOCC3)c2)cc1 (centres undefined),3%,5%
Cc1ccc(S(=O)(=O)NN=C2C3CC4CC(C3)CC2C4)cc1,3%,5%
O=C(COc1ccc(F)cc1)Nc1cc(Cl)ccc1-n1cncn1,5%,11%
Cc1ccc(CN2C(=O)C(Cc3ccccc3)Nc3ncnc(N4CCCCC4)c32)cc1 (centres undefined),13%,5%

# (list continues)
SMILES,MgcRacGAP inhibition,SV40 large T antigen
CC(=O)Nc1cccc(NC(=O)CSc2ncc(C(=O)Nc3ccc(F)cc3)c(=O)n2C)c1,2%,4%
CCOC(=O)C1=C(COC(=O)COc2ccccc2C#N)NC(=O)NC1C (centres undefined),0%,16%
CC(NC(=O)c1ccco1)c1ccc(-n2ccnc2)cc1 (centres undefined),-5%,6%
COC(=O)C1N2C(=O)[C@@H](NC(=O)COc3ccccc3)[C@H]2SC1(C)C (some centres undefined),15%,12%
O=C(COC(=O)C1CCN(c2ccc(C(F)(F)F)cn2)CC1)c1cccc(Br)c1,7%,7%
CCCCCCCNC(=O)C1(CC2CC(c3cccc(Br)c3)=NO2)CCN(C(=O)C2CCCC2)CC1 (centres undefined),6%,4%
CCN1C(=O)N[C@@H](c2cccc(C(F)(F)F)c2)C(C(=O)OC)=C1C,7%,-3%
Cc1ccc(NS(=O)(=O)c2ccc(C(=O)N3CCOCC3)cc2)cc1,2%,7%
Cc1ccc(NS(=O)(=O)c2ccc(C(=O)N3CCCN(C)CC3)cc2)cc1,5%,2%
COc1ccc(C2=NOC(Cn3nc(C(=O)NCc4ccc(OC(F)(F)F)cc4)cc3-c3ccccc3)C2)cc1 (centres undefined),4%,8%
O=C(O)C[C@H]1c2cc(F)ccc2S(=O)(=O)N1Cc1ccccc1,2%,17%
COc1ccc(C(=O)NCCS(=O)(=O)N2CCc3ccccc3C2)cc1OC,6%,19%
COc1cccc(-c2cc3onc(-c4ccccc4)c3c(=O)n2C)c1,10%,13%
CN(C)c1nc(N)c(C(=O)N=C(N)N)nc1Cl,11%,18%
Cc1nc2c(sc3nc4c(cc32)COC(C)(C)C4)c(=O)n1CC(=O)NCc1ccco1,4%,9%
CCOc1ccc(OCCC(=O)N(CCC2=CCCCC2)c2c(N)n(Cc3ccccc3)c(=O)[nH]c2=O)cc1,8%,8%
CC(=O)N1CCc2c(sc(NC(=O)C3CCN(S(=O)(=O)c4cccs4)CC3)c2C(N)=O)C1,9%,15%
CC(Cc1ccccc1)Nc1ncnc2c1ncn2C1OC(CO)C(O)C1O (centres undefined),7%,9%
O=C(NCC(c1ccco1)N1CCc2ccccc21)c1ccc([N+](=O)[O-])cc1 (centres undefined),8%,15%
COC(=O)[C@]1(Cc2ccccc2)N[C@H](c2ccc(-c3ccc(Cl)c(Cl)c3)cc2)[C@@H]2C(=O)N(C)C(=O)[C@@H]21,2%,-1%

# Individual results from the results shown.
# Result of CCCCCCCNC(=O)C1(CC2CC(c3cccc(Br)c3)=NO2)CCN(C(=O)C2CCCC2)CC1 (centres undefined) under SV40 large T antigen: 4%
# Result of CC(Cc1ccccc1)Nc1ncnc2c1ncn2C1OC(CO)C(O)C1O (centres undefined) under SV40 large T antigen: 9%
# Result of CN(C)c1nc(N)c(C(=O)N=C(N)N)nc1Cl under SV40 large T antigen: 18%
# Result of CC(=O)N1CCc2c(sc(NC(=O)C3CCN(S(=O)(=O)c4cccs4)CC3)c2C(N)=O)C1 under MgcRacGAP inhibition: 9%
# Result of CCOC(=O)C1=C(COC(=O)COc2ccccc2C#N)NC(=O)NC1C (centres undefined) under SV40 large T antigen: 16%
# Result of Cc1nc2c(sc3nc4c(cc32)COC(C)(C)C4)c(=O)n1CC(=O)NCc1ccco1 under MgcRacGAP inhibition: 4%
# Result of COc1cccc(-c2cc3onc(-c4ccccc4)c3c(=O)n2C)c1 under SV40 large T antigen: 13%

# Other entries
SMILES,MgcRacGAP inhibition,SV40 large T antigen
COCCN1C(=O)N[C@@H](c2cccc(C(F)(F)F)c2)C(C(=O)OC)=C1C,2%,11%
CC(NC(=O)c1ccccc1F)c1cccc2ccccc12 (centres undefined),1%,2%
CCCOc1ccc(/C=C/C(=O)OCC(=O)N(C)c2c(N)n(Cc3ccccc3)c(=O)[nH]c2=O)cc1OCC,7%,8%
N#CC1(NC(=O)COC(=O)c2nc(Cl)ccc2Cl)CCCCC1,15%,7%
CN(CC(=O)Nc1cccc(F)c1)C(=O)c1ccccc1Cc1ccccc1,2%,9%
COCCn1ccc2c(OCC(=O)NCCc3ccc(OC)c(OC)c3)cccc2c1=O,3%,6%
Cc1ccc(S(=O)(=O)N2CCC(C(=O)OCC(=O)NCc3ccco3)CC2)cc1C,-3%,6%
O=C1CCc2cc(S(=O)(=O)N3CCN(c4ccc(F)cc4)CC3)cc3c2N1CC3,-2%,6%
O=C(COC(=O)C1CC1)Nc1nc(-c2ccc(F)c(F)c2)cs1,4%,14%
CC(C)(Oc1ccc(Cl)cc1)C(=O)O,5%,1%
C[N+](C)(C)C[C@H](O)CC(=O)[O-],-4%,4%
CC1CCN(C(=O)COC(=O)c2ccc(=O)n(Cc3ccccc3)n2)CC1,3%,8%
O=C1OC(CN2CCOCC2)CN1N=Cc1ccc([N+](=O)[O-])o1 (centres undefined),-3%,8%
CCN(CC(=O)Nc1c(F)cccc1F)C(=O)CCN1C(=O)c2cccc([N+](=O)[O-])c2C1=O,1%,14%
CCC(C)N(C(=O)COC(=O)COc1c(C)cc(C)cc1C)C1CCS(=O)(=O)C1 (centres undefined),4%,7%
Cc1ccc(C)c(S(=O)(=O)N2CCCC2CNC(=O)C(=O)NCC2CCCO2)c1 (centres undefined),14%,8%
CC(NC(=O)COC(=O)CNC(=O)c1ccc(-c2ccccc2)cc1)c1ccccc1 (centres undefined),0%,2%
CC[C@H](C)Cc1cn([C@@H](CCCCN)C(=O)NCCCCCCCCCCC(=O)N2CCNCC2)nn1,6%,25%
CCN(CC(=O)Nc1c(F)cccc1F)C(=O)c1ccc(N2CCCC2=O)cc1,4%,6%
O=C1N[C@@H](Cc2ccccc2)C(=O)N2[C@@H]1C[C@@]1(Br)c3ccccc3N(S(=O)(=O)c3ccccc3)[C@@H]21,4%,15%
Cc1ccc(SCC(=O)OCC(=O)NCc2cccs2)cc1C,4%,14%
Cc1noc(C)c1CSCC(=O)Nc1cc(C(F)(F)F)ccc1N1CCCCC1,-1%,13%
CCCCn1c(N)c(N(CC(C)C)C(=O)C(C)SCc2nc3sc(C)c(C)c3c(=O)[nH]2)c(=O)[nH]c1=O (centres undefined),8%,8%
CCOc1ccc(C(=O)C(C)OC(=O)Cn2c(C)csc2=O)cc1 (centres undefined),7%,24%
CCc1ccc(C(=O)C(C)OC(=O)c2cccc(S(=O)(=O)N3CCOCC3)c2)cc1 (centres undefined),4%,15%
COc1ccccc1NS(=O)(=O)c1cc(C(=O)N2CCCCCCC2)ccc1C,-2%,14%
O=C(CCc1nc2sc3c(c2c(=O)[nH]1)CCCC3)NCCc1ccccc1,3%,15%
Cc1cccc(N2Cc3ccc(Br)cc3C2)c1,11%,5%
COc1ccccc1CCNC(=O)c1cccc(S(=O)(=O)NCc2ccccc2)c1,9%,2%
CCn1c(COC(=O)CNC(=O)c2ccccc2)nc2cc(S(=O)(=O)N(C)C)ccc21,3%,13%
COc1cccc(NC(=O)COc2coc(CN3CCN(c4ccccc4)CC3)cc2=O)c1,-3%,11%
O=C(CCNS(=O)(=O)c1ccc(OC(F)(F)F)cc1)N1CCN(S(=O)(=O)c2cccc(F)c2)CC1,4%,11%
COc1ccc(C(=O)NCc2cccnc2)cc1C(=O)NCc1cccnc1,8%,24%
O=C(Nc1ccc(F)cc1Cl)c1ccc2c(=O)n3c(nc2c1)CCC3,0%,24%
COc1ccc(C(=O)Nc2ccc(S(=O)(=O)N3CCc4ccccc43)cc2)cc1,11%,1%
COc1ccc(-c2csc(NC(C)c3nc4cc(Cl)c(N5CCCCC5)cc4n3CCCO)n2)cc1 (centres undefined),2%,7%
C#CCOCCOCCOCCNc1nc(N2CCN(C(=O)C(Cc3cc4ccccc4[nH]3)n3cc(C(N)Cc4ccc(O)cc4)nn3)CC2)nc(N2CCN(C(=O)C(CCC(=O)O)n3cc(C(N)C(C)CC)nn3)CC2)n1 (centres undefined),9%,12%
O=C(NCCCn1ccnc1)c1ccc(NS(=O)(=O)c2cccc([N+](=O)[O-])c2)cc1,-2%,7%
CCCn1ccc2c(OCC(=O)Nc3ccc(NC(C)=O)cc3)cccc2c1=O,-3%,10%
O=C(O)CC(O)(CC(=O)O)C(=O)O,1%,14%

# Full records, quoted from the list. Values in the order: MgcRacGAP inhibition	SV40 large T antigen
# `CCOc1ccc(C(=O)C(C)OC(=O)Cn2c(C)csc2=O)cc1` (centres undefined) in the list: 7%	24%
# `O=C(O)CC(O)(CC(=O)O)C(=O)O` in the list: 1%	14%
# `O=C(CCc1nc2sc3c(c2c(=O)[nH]1)CCCC3)NCCc1ccccc1` in the list: 3%	15%
# `O=C(NCCCn1ccnc1)c1ccc(NS(=O)(=O)c2cccc([N+](=O)[O-])c2)cc1` in the list: -2%	7%
# `COc1ccccc1CCNC(=O)c1cccc(S(=O)(=O)NCc2ccccc2)c1` in the list: 9%	2%

# Further compounds follow:
SMILES,MgcRacGAP inhibition,SV40 large T antigen
O=C(CCCCCCC(=O)Nc1ccccc1)NO,2%,2%
Cc1ccc(Cn2c(C3CCCN3c3nc(C)cs3)nc3cc(C(=O)NCCCO)ccc32)cc1 (centres undefined),8%,15%
CCN(C(=O)CN1C(=O)NC2(CCc3ccccc32)C1=O)C1CCCCC1 (centres undefined),5%,10%
COCCN(C(=O)COC(=O)c1ccco1)c1c(N)n(Cc2ccccc2)c(=O)[nH]c1=O,5%,8%
Fc1ccc(NC(=S)N2CCN(c3ccccn3)CC2)cc1Cl,7%,3%
COc1ccc(OC)c(CN2CCN(C(=O)c3ccc(NS(=O)(=O)c4cccc([N+](=O)[O-])c4)cc3)CC2)c1,2%,15%
Cc1ccc(C(=O)NCC(=O)OC(C)C(=O)NC2CCCc3ccccc32)cc1 (centres undefined),-6%,8%
O=C1c2ccccc2S(=O)(=O)c2cc(C(=O)N3CCC(N4CCCC4)CC3)ccc21,7%,106%
COc1ccc(NC(=O)CN(C)C(=O)c2c(-c3c(F)cccc3Cl)noc2C)cc1,10%,14%
CCn1ccnc1CC1COc2ccccc2O1 (centres undefined),2%,12%
COc1ccc(C(=O)CCc2ccc(OC)c(OC)c2)cc1,1%,25%
Cc1ccc(-c2nn(-c3ccc(F)cc3)cc2C(=O)NC2CCC(O)CC2)cc1 (centres undefined),5%,7%
O=C(COC(=O)C1CCN(c2ccc(C(F)(F)F)cn2)CC1)Nc1cccc(F)c1,-8%,9%
CC12CCC(=O)N1C(C(=O)Nc1nc(-c3ccc(F)c(F)c3)cs1)CS2 (centres undefined),6%,13%
COC(=O)C1CCN(C(=O)CSc2nnc(-c3ccccc3)o2)CC1,14%,3%
Cc1n[nH]c(=O)c2c(NC(=O)CSc3nnnn3-c3ccccc3)oc(C)c12,9%,22%
Cc1cc(OCC(=O)Nc2ccccc2N2CCCCC2)ccc1C(C)C,9%,10%
COc1cc2c(CCNC(C)=O)c[nH]c2cc1O,52µM*,30%
